BCR signal inh = chronic active BCR signaling inhibition; ABC-DLBCL IkBa-CBG/CBR reporter, luminescence ratio, 4 h; Potency, µM (top dose mostly 46.1 µM), inactives show top-dose ratio change, negative = lower green/red ratio, hits mostly inhibitors; 340,000 compounds, 0.05% hits; AID 493014; active means well fitted inhibition curve with a large enough effect in the signal ratio, with a control signal flat, not every such curve was filed as active; inconclusive means small, poorly fitted or top-dose-only effect, or effect the other way, or a change in a side signal; the % refers to the signal ratio;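 further: potency means the concentration at half of the fitted maximal effect; plate controls were basal doxycycline-induced cells for no effect and cells given 10 µM MG132 for full effect; MG132 reads +100%, hits lower the ratio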
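Concentration-response series (up to 46 uM) were applied to TMD8 dual-reporter cells for 4 h at 37C with doxycycline. Green/red ratio, after filter-overlap correction, defined %Activity; red signal alone was normalised to basal cells and zero luminescence.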
TCR activator = activators of T cell receptors; 330,000 tested, under 10 active; AID 504894; primary human leukocytes, anti-CD3, IL-2 HTRF, 48 h; Potency, µM (titrated, usually from 9.22 µM), for inactives: at the highest dose activation of IL-2 secretion, usual class: activators; further: % of control where 0% means no effect
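IL-2 produced over 48 hr by a-CD3 bead-stimulated primary human leukocytes exposed to compounds was detected with a homogeneous time-resolved FRET immunoassay, 665nm acceptor signal after 320nm excitation.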
USP2a block = inhibitors of human ubiquitin-specific protease USP2a. O75604. USP2 core, Ub-CHOP2 coupled fluorogenic reporter, 485/531. Potency, µM (series often up to 38.3 µM), without a hit: at the highest dose activity change, negative = inhibition, hits mostly inhibitors. 330,000 compounds, 0.01% hits. AID 463254;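 further: potency means the concentration at half of the fitted maximal effect; plate controls were DMSO wells for no effect and full inhibition by NEM control for full effect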
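USP2 core (10nM final) preincubated 30min RT with compound in 20mM Tris-HCl pH 8.0, 2mM CaCl2, 2mM beta-mercaptoethanol, 0.05% CHAPS; 25nM Ub-CHOP2 plus 25nM reporter substrate added, fluorescence (Ex485/Em531) read after 60min.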
uPA generation = inhibitors of cell surface uPA generation. cell surface uPA generation assay, qHTS. AID 540303. 330,000 compounds, 0.31% hits. Potency, µM (top dose mostly 38.3 µM), for inactives: top-dose activity change, negative = inhibition, hits mostly inhibitors; active means well fitted inhibition curve with a large enough effect; inconclusive means small, poorly fitted or top-dose-only effect; inactive means no such curve, though single readings can be large or run the other way; tested in mouse RAW 264.7 cells; further: potency means the concentration at half of the fitted maximal effect; on the % scale 0 is the no-effect control and ±100 the full control effect; nearly all actives have a fitted effect of over 55% in size
Mito fusion act = inhibitors of mitochondrial division or activators of mitochondrial fusion. S. cerevisiae fusion-defective mutant growth rescue, CellTiterGlo 48 h. Potency, µM (top dose mostly 46.1 µM), inactives show at the top dose growth rescue (activation), usual class: activators. 320,000 compounds, 0.23% hits;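 further: potency means the concentration at half of the fitted maximal effect; % of control where 0% means no effect; nearly all actives have a fitted effect of over 45% in size; temperature-sensitive fusion mutants such as fzo1-1 at 37 °C on non-fermentable ethanol glycerol medium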
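Luminescent cell viability in 1536-well qHTS format served as the measure of rescued growth in ts fusion-mutant S. cerevisiae cultured on non-fermentable YPEG for 48 hours at 37C.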
Eya2 phos inh = Eya2 (human) phosphatase inhibition | recombinant Eya2, OMFP fluorescence dephosphorylation (OMFP is methylfluorescein phosphate) | AID 488837 | 330,000 compounds, 0.006% hits | Potency, µM (top dose mostly 76.9 µM), without a hit: at the top dose activity, negative = inhibition, hits mostly inhibitors; further: potency means the concentration at half of the fitted maximal effect; on the % scale 0 is the no-effect control and ±100 the full control effect
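Eya2 protein (added as 0.2 uM solution) was preincubated with compound for 10 min at ambient temperature in 50 mM HEPES pH 7.5, 50 mM NaCl, 5 uM MgCl2, 0.05% BSA, 1 mM DTT. OMFP (added at 50 uM) then reacted 10 min; fluorescence read at 485/525 nm.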
Tb PFK block = inhibitors of T. brucei phosphofructokinase; T. brucei PFK, ADP-Glo luminescence; AID 485367; 330,000 compounds, 0.17% hits; Potency, µM (doses to about 57.5 µM), for inactives: at the top dose activity, negative = inhibition, hits mostly inhibitors;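 further: potency means the concentration at half of the fitted maximal effect; 0% = uninhibited 1x PFK enzyme wells and -100% = no-enzyme wells; nearly all actives have a fitted effect of over 60% in size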
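Activity is normalized to no-enzyme wells (full inhibition) and 1.25 nM enzyme wells (no inhibition). Reaction: 0.5 mM F6P, 0.1 mM ATP, 45 min RT, ADP-Glo luminescence; concentration-response curves fitted and classed by quality.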
PTAP TSG101 blk = blocks PTAP/TSG101 interaction to inhibit HIV-1 budding; Q99816; AID 493005; Fluorescence polarization, FITC-PTAP peptide / Tsg101 binding; Potency, µM (doses to about 115 µM), inactives show at the highest dose activity change, negative = inhibition, most hits filed as inhibitors; 340,000 tested, under 10 active; active means well fitted inhibition curve with a large enough effect in the main read-out, with a control signal flat, not every such curve was filed as active; inconclusive means small, poorly fitted or top-dose-only effect, or effect the other way, or a change in a side signal; inactive means no such curve, though single readings can be large or run the other way; further: potency means the concentration at half of the fitted maximal effect; % of control where 0% means no effect
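Tsg101 binding domain (10 uM final) was mixed with compound and a FITC-labeled PTAP peptide (50 nM final) in HEPES pH 7.5 buffer with NaCl, Tween 20, EDTA and TCEP; fluorescence polarization was read after 20 min at r.t.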
ELG1 DNA repair = ELG1-dependent DNA repair inhibition | HEK293T ELG1-luciferase reporter, luminescence, 16 h; DNA damage induced by 5-fluorouridine | Potency, µM (series often up to 46.1 µM), for inactives: at the top dose activity change, negative = inhibition, actives largely listed as inhibitors | 330,000 compounds, 2.3% hits | AID 504467; further: potency means the concentration at half of the fitted maximal effect; on the % scale 0 is the no-effect control and ±100 the full control effect; nearly all actives have a fitted effect of over 55% in size
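5-Fluorouridine DNA damage + compound/DMSO, 2,000 cells/well, 16 h, 37 °C/5% CO2. ONE-Glo, 30 min RT, luminescence. Readout = decrease in reporter signal.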
TSHR antagonist = human thyrotropin receptor antagonism. P16473. TSHR-expressing cells, TSH-stimulated cAMP HTRF, 2 h; active compounds read low. activity change, negative = inhibition, % at 11.5 µM. 330,000 compounds, 0.2% hits. AID 504810;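 active means activity change below a set negative limit, meaning inhibition stronger than a set level, cut at about -70% in these data; inconclusive means activity change between two set negative limits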; further: on the % scale 0 is the no-effect control and ±100 the full control effect
Target sequence (P16473 whole entry, looked up): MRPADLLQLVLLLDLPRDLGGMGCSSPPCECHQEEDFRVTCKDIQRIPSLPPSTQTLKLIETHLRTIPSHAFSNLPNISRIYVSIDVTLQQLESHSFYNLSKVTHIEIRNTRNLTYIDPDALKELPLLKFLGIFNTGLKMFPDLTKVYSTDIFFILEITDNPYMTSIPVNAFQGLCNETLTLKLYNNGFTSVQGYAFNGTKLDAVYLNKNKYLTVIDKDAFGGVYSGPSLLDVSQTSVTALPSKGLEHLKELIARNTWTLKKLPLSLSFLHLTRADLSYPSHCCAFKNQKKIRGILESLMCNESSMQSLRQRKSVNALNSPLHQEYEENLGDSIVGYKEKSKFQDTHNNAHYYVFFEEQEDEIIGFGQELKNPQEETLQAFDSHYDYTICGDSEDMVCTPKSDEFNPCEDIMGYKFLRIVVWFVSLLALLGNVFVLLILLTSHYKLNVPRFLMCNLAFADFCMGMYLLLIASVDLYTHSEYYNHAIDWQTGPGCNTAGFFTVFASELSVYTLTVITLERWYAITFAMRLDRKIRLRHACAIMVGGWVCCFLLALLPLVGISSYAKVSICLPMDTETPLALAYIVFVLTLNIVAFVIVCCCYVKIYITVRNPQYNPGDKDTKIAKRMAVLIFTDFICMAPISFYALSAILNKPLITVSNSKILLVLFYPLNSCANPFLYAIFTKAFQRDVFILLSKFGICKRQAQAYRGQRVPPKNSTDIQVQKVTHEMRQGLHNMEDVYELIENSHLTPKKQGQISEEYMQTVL
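Read-out is FRET at 665 nm (cryptate excitation 337 nm) from a cryptate-tagged anti-cAMP antibody, competed by cell cAMP against cAMP-d2. Compounds are tested on freshly harvested TSHR cells challenged with 4nM TSH (EC80) for 2 hours at 37 deg C.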
B2AR arrestin = agonists driving beta-arrestin recruitment to human beta2-adrenergic receptor; beta-arrestin recruitment to beta2AR, cell-based reporter; P07550; Potency, µM (top dose mostly 46.1 µM), for inactives: at the highest dose activation, hits mostly activators; 330,000 compounds, 0.02% hits;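 further: potency means the concentration at half of the fitted maximal effect; 0% = DMSO controls and full agonism = EC100 isoproterenol or metaproterenol; nearly all actives have a fitted effect of over 65% in size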
Numbers without * were called inactive; u = inconclusive; x = no result given; [ ] = remark or other dose. Unless noted, the call rests on the fitted dose curve; in most records, active means well fitted curve in the direction sought with a large enough effect; inconclusive means small, poorly fitted or top-dose-only effect, or another doubt; inactive means no such curve, though single readings can be large; an effect the other way counts as inactive or inconclusive.

#	Compound	BCR signal inh	TCR activator	USP2a block	uPA generation	Mito fusion act	Eya2 phos inh	Tb PFK block	PTAP TSG101 blk	ELG1 DNA repair	TSHR antagonist	B2AR arrestin
1	O=C(CN(c1ccc(F)cc1)S(=O)(=O)c1ccc2c(c1)OCCO2)NCC1CCCO1 (stereo unspecified)	0%	0%	-1%	x	-1%	2%	-10%	1%	-3%	-4	0.0%
2	CC(=O)c1cccc(NC(=O)CCC(=O)Oc2ccc(C)cc2)c1	2%	-3%	5%	1%	-9%	-20%	-5%	-6%	2%	7	-0.2%
3	O=C(NCc1ccc(Cl)cc1)c1cc(-c2ccco2)on1	7%	-2%	2%	1%	2%	6%	1%	1%	1%	21	0.4%
4	CCOC(=O)C1=NOC(CNc2ncc(C(F)(F)F)cc2Cl)C1 (stereo unspecified)	0%	-5%	6%	1%	-3%	-4%	1%	-5%	13%	-3	0.4%
5	COc1cccc(N2CCN(C(=O)C3C4C=CC5(CN(Cc6ccccc6Cl)C(=O)C35)O4)CC2)c1 (stereo unspecified)	6%	-2%	1%	x	-5%	-12%	-5%	0%	-9%	4	-0.4%
6	Cc1ccccc1CS(=O)(=O)c1nnc([C@H](CC(C)C)NC(=O)OC(C)(C)C)o1	u	0%	-3%	x	-25%	-6%	0%	0%	-2%	-42	-0.5%
7	O=C(CN1C(=O)CCC1=O)Nc1cccc(NC(=O)CN2C(=O)CCC2=O)c1	9%	7%	1%	8%	3%	-6%	-7%	0%	-5%	8	-1.0%
8	CCOC(=O)C1CCN(C(=O)CN(c2ccc(Oc3ccccc3)cc2)S(C)(=O)=O)CC1	1%	-6%	1%	5%	u	-4%	-3%	-2%	-15%	15	-0.2%
9	COc1ccc(C(=O)NCC(c2ccc(F)cc2)N2CCOCC2)cc1S(=O)(=O)N1CCCC1 (stereo unspecified)	0%	2%	1%	1%	-3%	-7%	-1%	-7%	14%	29	-0.8%
10	O=C(Nc1ccc(Cl)cc1)N(C1=NCCC1)c1ccc(OC(F)F)cc1	u	-2%	-1%	-13%	0%	2%	0%	-7%	u	10	0.4%
11	O=C(CSC(=S)N1CCCC1)NCC(=O)Nc1ccc(F)c(F)c1	8%	1%	3%	8%	2%	2%	-3%	x	0%	16	-1.1%
12	O=C(NCCCO)c1ccc2[nH]c3ccccc3c2c1	18%	2%	1%	2%	-4%	-11%	-1%	-7%	u	-3	0.1%
13	O=C(COC(=O)c1cc[n+]([O-])cc1)Nc1ccc([N+](=O)[O-])cc1C(F)(F)F	5%	-7%	0%	-1%	7%	-7%	2%	-2%	3%	-4	0.3%
14	COc1ccc(Cn2nc(-c3ccccc3)c(N3CCCCC3)cc2=O)cc1	u	-49%	-2%	-1%	-3%	-10%	1%	-4%	-11%	17	11%
15	COC(=O)c1ccc(C2c3[nH]c4ccccc4c3C[C@H]3C(=O)N(C4CC4)CC(=O)N23)cc1 (stereo partly specified)	-9%	1%	-3%	-5%	u	7%	16%	-2%	-2%	2	0.3%
16	COc1ccc(S(=O)(=O)N(C)C[C@H]2Oc3c(NC(=O)c4ccncc4)cccc3C(=O)N([C@H](C)CO)C[C@@H]2C)cc1	0%	-3%	4%	4%	x	-6%	8%	-1%	0%	-5	-0.1%
17	CCCn1c(NC(=O)c2ccc(F)cc2)nc2ccccc21	u	-4%	1%	-3%	8%	-5%	-2%	-1%	2%	4	0.1%
18	Cc1ccc(-n2c(N)c(C(=O)N3CCOCC3)sc2=S)c(C)c1	4%	7%	1%	-7%	-2%	3%	-2%	0%	0%	-6	-0.3%
19	Cc1ccccc1NC(=O)COC(=O)Cc1ccsc1	-1%	-2%	0%	16%	6%	-3%	0%	-9%	u	-2	2.9%
20	CN(CCNC(=O)c1cc2c(-c3ccccc3F)nn(C)c2s1)C1CCCCC1	u	-5%	0%	-10%	-31%	-11%	2%	-11%	-8%	-3	-0.9%
21	CCOC(=O)c1cnc(SCC(=O)Nc2ccc(NC(C)=O)c(OC)c2)nc1N	4%	-5%	3%	x	6%	-5%	2%	-2%	-6%	0	-0.1%
22	CCOC(=O)N/N=C/c1ccc(OC)c(O)c1	-18%	1%	-6%	-3%	-4%	0%	-2%	0%	u	16	-0.3%
23	CCCCCCCN1CCN=C1Nc1ccccc1	-2%	5%	2%	-14%	1%	5%	2%	-2%	-10%	2	-0.1%
24	Cc1cc(NC(=O)C(C)SCC(=O)N(C)CC(=O)Nc2ccc(Br)cc2C)no1 (stereo unspecified)	u	11%	0%	8%	-2%	-7%	0%	x	-27%	8	-0.2%
25	CCN(CC)C(=O)Cn1cc(C(=O)C(=O)NCCc2ccc(S(N)(=O)=O)cc2)c2ccccc21	0%	-6%	1%	-5%	1%	10%	9%	1%	14%	2	0.2%
26	CN(C)c1nc(Nc2ccc(F)cc2)nc(Oc2ccc(F)cc2)n1	0%	-8%	-2%	-25%	-7%	3%	4%	2%	-27%	-19	-0.2%
27	Cn1c(N)c(C(=O)COC(=O)c2ncc(Cl)c(Cl)c2Cl)c(=O)n(C)c1=O	-1%	2%	-6%	3%	-1%	-5%	-1%	-3%	u	-8	0.2%
28	Cn1[nH]c(C(F)(F)F)cc1=O	1%	6%	5%	15%	-5%	21%	0%	1%	2%	6	0.1%
29	Cc1cccc(C(=O)N(Cc2nc3ccccc3c(=O)[nH]2)C2CCCC2)c1	-25%	2%	-2%	3%	28%	0%	7%	-3%	u	-10	-0.6%
30	Cc1ccccc1-n1c(=O)c2ccccc2n2c(=O)[nH]nc12	u	0%[46.1 µM]	2%	-6%	-2%	2%	1%	-8%	14%	18	0.3%

Going on with the list.
#	Compound	BCR signal inh	TCR activator	USP2a block	uPA generation	Mito fusion act	Eya2 phos inh	Tb PFK block	PTAP TSG101 blk	ELG1 DNA repair	TSHR antagonist	B2AR arrestin
31	COc1cccc(NC(=O)CN(C)C(=O)c2ccc(NC(=O)CC3SC(N4CCCCC4)=NC3=O)cc2)c1 (stereo unspecified)	2%	2%	0%	13%	-4%	-21%	15%	-2%	18%	3	-0.2%
32	O=C(CNC(=O)c1ccc(F)cc1)N/N=C/c1cc(Br)ccc1OC(=O)/C=C/c1ccco1	-2%	6%	0%	1%	6%	5%	-3%	0%	u	1	-0.2%
33	O=C(NCC(c1cccs1)N1CCOCC1)c1ccccc1NS(=O)(=O)c1cccc([N+](=O)[O-])c1 (stereo unspecified)	1%	-2%	3%	1%	-2%	-13%	9%	5%	u	10	-0.4%
34	O=C(OCc1ccc(O)cc1)c1c(-c2ccsc2)oc2ccc(N3CCOCC3)cc12	u	-2%	0%	-7%	1%	-7%	0%	-2%	u	-4	-0.7%
35	COc1ccc(C2CC(c3ccccc3)=NN2c2ccc(S(N)(=O)=O)cc2)cc1 (stereo unspecified)	19%	2%	-12%	4%	u	-11%	-8%	-2%	-6%	-9	0.3%
36	O=C(OCC(=O)N(CCc1ccccc1)Cc1ccccc1)c1ccccc1NCCO	u	0%	-3%	2%	2%	-6%	0%	-2%	-5%	-13	5.0%
37	Cc1c(Cl)cnc(NC(=O)COC(=O)CCc2nc3ccccc3s2)c1Cl	10%	6%[46.1 µM]	4%	6%	-2%	5%	-1%	-5%	18%	27	-0.3%
38	O=C(c1ccc([N+](=O)[O-])cc1)N1CCN(C(=O)c2ccco2)CC1	3%	-4%	4%	3%	1%	-18%	4%	-2%	20%	-1	0.4%
39	CCOc1ccc(-c2n[nH]c(=S)n2Cc2ccccc2)cc1	-1%	3%	1%	33%[activator]	-4%	-16%	3%	-1%	5%	-3	-0.2%
40	Cc1nnc(SCC(=O)NC2CCCCC2)[nH]c1=O	4%	9%	2%	1%	0%	-15%	8%	-3%	10%	-1	3.5%
41	COc1cc(/C=N/NC(=O)c2cccnc2)cc(Br)c1O	u	x	0%	1%	-3%	-19%	6%	3%	6%	-18	-1.1%
